Giardia kill: Small Molecules that selectively kill Giardia lamblia: qHTS | Giardia lamblia trophozoite viability | activity change, % at 7.66 µM, hits read low | 340,000 tested, 0.15% active | AID 540267, 2011; in the data active = activity change below about -80%; inconclusive = between about -30% and that limit;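 also: parasites exposed to compound for two days anaerobically before the ATP read; % is scaled to controls: 0 for no effect and ±100 for the full control effect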
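Trophozoites 100 cells/well + cpd; 48 hrs, 37 deg C, anaerobic. ATPLite 1-Step added, 15-30 min RT, luminescence read (ATP-based viability).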
NPC1 prom act: qHTS Assay for NPC1 Promoter Activators; Huh7 NPC1 promoter luciferase reporter, 24 h; Potency, µM (titrated, usually from 9.22 µM), for the others: at the highest dose activation, most hits filed as activators; 320,000 tested, 2.4% active; AID 485313, 2010;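 also: potency is read from the fitted curve at half-maximal effect; % of control where 0% means no effect; nearly all actives have a fitted effect of over 60% in size; reporter is driven by a mutant NPC1 promoter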
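Luminescence read-out of NPC1 promoter-driven luciferase in stably transfected Huh7 cells; compounds delivered in DMSO and left 24 h at 37C, 5% CO2, qHTS titration format.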
RORgamma inh: qHTS for inhibitors of ROR gamma transcriptional activity; Potency, µM (doses to about 53.6 µM), for inactives: top-dose activity change, negative = inhibition, hits mostly inhibitors; AID 2551, 2010; Drosophila S2 Gal4-RORgamma UAS-luciferase reporter, 20 h; 310,000 tested, 5.4% active; Nuclear receptor ROR-gamma (Mus musculus), P51450; also: potency is read from the fitted curve at half-maximal effect; % is scaled to controls: 0 for no effect and ±100 for the full control effect; nearly all actives have a fitted effect of over 60% in size
Target sequence (P51450 whole entry, looked up, the tested form may be a part): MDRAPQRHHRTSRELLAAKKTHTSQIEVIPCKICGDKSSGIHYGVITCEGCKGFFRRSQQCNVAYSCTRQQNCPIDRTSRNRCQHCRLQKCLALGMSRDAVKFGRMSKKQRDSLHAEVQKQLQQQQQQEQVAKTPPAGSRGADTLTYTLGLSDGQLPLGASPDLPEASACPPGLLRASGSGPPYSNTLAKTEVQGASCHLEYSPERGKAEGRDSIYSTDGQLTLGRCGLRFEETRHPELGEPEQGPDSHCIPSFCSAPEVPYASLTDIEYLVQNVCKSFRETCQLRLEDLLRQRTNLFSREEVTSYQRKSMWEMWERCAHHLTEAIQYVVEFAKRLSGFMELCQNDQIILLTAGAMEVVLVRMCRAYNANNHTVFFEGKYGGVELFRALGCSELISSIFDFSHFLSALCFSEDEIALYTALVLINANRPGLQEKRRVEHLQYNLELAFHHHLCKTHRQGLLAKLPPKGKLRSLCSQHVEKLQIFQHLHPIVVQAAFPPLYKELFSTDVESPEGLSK
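Luciferase reporter read in Schneider cells carrying Gal4-RORγ (mouse) and UAS-Photinus luciferase; cells given compound 1 h before 700 uM copper sulfate induction, then incubated 20 h at ambient temperature.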
FLuc counter: qHTS profiling assay for firefly luciferase inhibitor/activator using purifed enzyme and Km concentrations of substrates (counterscreen for miR-21 project) | Luciferin 4-monooxygenase (Photinus pyralis), P08659 | purified FLuc, Km substrates, luminescence inhibition | Potency, µM (doses to about 57.5 µM), without a hit: top-dose activity change, negative = inhibition, hits mostly inhibitors | 360,000 tested, 6.9% active | AID 588342, 2011;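 also: potency is read from the fitted curve at half-maximal effect; plate controls were vehicle for no effect and reference inhibitor for full effect; nearly all actives have a fitted effect of over 55% in size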
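Purified P. pyralis luciferase (10nM final) with 10uM D-luciferin and 10uM ATP (Km levels) in 50mM Tris acetate pH 7.5, 10mM Mg acetate, 0.01% Tween-20, 0.05% BSA; qHTS 6-point titration, ~60 µM downward; luminescence read.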
FBPA coupling cs: qHTS Assay for Inhibitors of Fructose-1,6-bisphosphate Aldolase from Giardia Lamblia: Coupling assay counterscreen. coupling enzyme system counterscreen, AmpLite Red fluorescence. activity change, negative = inhibition, % at 58.2 µM, hits read low. 290,000 tested, 0.67% active; in the data active = activity change below about -30%; also: % is scaled to controls: 0 for no effect and ±100 for the full control effect
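Fluorescence at 525 nm excitation and 598 nm emission measured inhibition of the coupled detection system without aldolase. Compounds (at 57.5 uM final) were preincubated 10 min at room temperature with coupling enzyme reagent before a 20 min substrate/AmpLite Red step.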
uPA surface inh: qHTS for Inhibitors of Cell Surface uPA Generation; AID 540303, 2011; Potency, µM (series often up to 38.3 µM), without a hit: at the top dose activity change, negative = inhibition, hits mostly inhibitors; cell surface uPA generation assay, qHTS; 330,000 tested, 0.31% active; active = well fitted inhibition curve with a large enough effect; inconclusive = small, poorly fitted or top-dose-only effect; inactive = no such curve, though single readings can be large or run the other way; tested in mouse RAW 264.7 cells; also: potency is read from the fitted curve at half-maximal effect; % is scaled to controls: 0 for no effect and ±100 for the full control effect; nearly all actives have a fitted effect of over 55% in size
KCNH2 3.1 block: qHTS for Inhibitors of KCHN2 3.1: Mutant qHTS | U2OS KCNH2 3.1, thallium flux FluxOr; hits give low values | activity change, % (tested at about 1.8 µM) | 340,000 tested, 0.95% active | AID 720553, 2013;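 active = maximum activity change below -70%; inconclusive = maximum activity change from -70% to -50%; inactive = maximum activity change above -50%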;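 also: thallium influx rate constant from kinetic fluorescence after stimulation buffer; % is scaled to controls: 0 for no effect and ±100 for the full control effect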
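Thallium flux via FluxOr fluorescence (Red40 quencher, 45 min loading) in U2OS cells virally expressing the KCNH2 3.1 isoform (1.77 x 10^8 /mL virus, overnight at 37 C). Rate constants from 2-min kinetic reads post-stimulation, normalised to positive and negative controls.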
ELG1 genotox: qHTS screen for small molecules that induce genotoxicity in human embryonic kidney (HEK293T) cells expressing luciferase-tagged ELG1; 330,000 tested, 1.3% active; HEK293T ELG1-luciferase reporter, luminescence, 16 h; AID 504466, 2011; Potency, µM (series often up to 46 µM), without a hit: top-dose activity change, positive = activation, hits mostly activators; also: potency is read from the fitted curve at half-maximal effect; % of control where 0% means no effect; nearly all actives have a fitted effect of over 60% in size
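Genotoxic stress is detected as increased luminescence from luciferase-tagged ELG1 in HEK293T cells, measured with ONE-Glo after a 16 hr treatment at 37 °C.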
VP16 counter: VP16 counterscreen qHTS for inhibitors of ROR gamma transcriptional activity; 310,000 tested, 3.5% active; Drosophila S2 Gal4-VP16 UAS-luciferase, luminescence, 20 h; Potency, µM (top dose mostly 53.6 µM), for inactives: top-dose activity, negative = inhibition, actives largely listed as inhibitors;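 also: Gal4-VP16 expression switched on by copper sulfate through the metallothionein promoter; potency is read from the fitted curve at half-maximal effect; % is scaled to controls: 0 for no effect and ±100 for the full control effect; nearly all actives have a fitted effect of over 50% in size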
Rab9 promoter act: qHTS Assay for Rab9 Promoter Activators. Huh7 Rab9 promoter-luciferase reporter, luminescence, 24 h. Potency, µM (top dose mostly 9.22 µM), for inactives: at the top dose activation, negative = inhibition, hits mostly activators. 320,000 tested, 2.8% active; also: potency is read from the fitted curve at half-maximal effect; % of control where 0% means no effect; nearly all actives have a fitted effect of over 60% in size
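Using Huh7 cells stably transfected with Rab9 promoter–luciferase, compounds were incubated 24 h at 37 °C, 5% CO2; luciferase luminescence was read 10 min after reagent addition.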
Tb PFK inh: qHTS Assay to Find Inhibitors of T. brucei phosphofructokinase | ATP-dependent 6-phosphofructokinase (Trypanosoma brucei brucei), O15648 | T. brucei PFK, ADP-Glo luminescence | Potency, µM (highest dose often 57.5 µM), without a hit: at the highest dose activity, negative = inhibition, actives largely listed as inhibitors | 330,000 tested, 0.17% active | AID 485367, 2010;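 also: potency is read from the fitted curve at half-maximal effect; 0% = uninhibited 1x PFK enzyme wells and -100% = no-enzyme wells; nearly all actives have a fitted effect of over 60% in size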
Target sequence (O15648 whole entry, looked up): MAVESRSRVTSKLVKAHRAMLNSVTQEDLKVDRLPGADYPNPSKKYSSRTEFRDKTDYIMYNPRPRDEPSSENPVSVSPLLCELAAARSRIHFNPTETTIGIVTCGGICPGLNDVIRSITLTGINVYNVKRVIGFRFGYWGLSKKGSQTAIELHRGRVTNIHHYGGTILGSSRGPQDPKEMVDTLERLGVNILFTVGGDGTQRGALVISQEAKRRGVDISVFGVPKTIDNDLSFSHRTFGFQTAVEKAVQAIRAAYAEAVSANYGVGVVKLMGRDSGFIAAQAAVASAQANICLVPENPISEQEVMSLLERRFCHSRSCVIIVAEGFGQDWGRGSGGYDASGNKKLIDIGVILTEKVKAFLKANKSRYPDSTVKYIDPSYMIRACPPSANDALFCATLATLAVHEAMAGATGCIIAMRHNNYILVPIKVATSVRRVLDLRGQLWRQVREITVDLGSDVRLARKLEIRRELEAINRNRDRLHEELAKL
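Luminescent ADP detection (ADP-Glo, two-step: ATP depletion then ADP-to-ATP conversion for luciferase) reported PFK activity after 45 min room-temperature reaction of 1.25 nM enzyme with 0.5 mM F6P and 0.1 mM ATP at pH 8.0.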
Active calls of the source: *; u = inconclusive; x = not tested or not shown; & = joins results of further samples; [ ] = dose if it differs, or a comment. Unless noted, calls follow the shape of the dose curve; as a rule, active = well fitted curve in the direction sought with a large enough effect; inconclusive = small, poorly fitted or top-dose-only effect, or another doubt; inactive = no such curve, though single readings can be large; an effect the other way counts as inactive or inconclusive.

SMILES	Giardia kill	NPC1 prom act	RORgamma inh	FLuc counter	FBPA coupling cs	uPA surface inh	KCNH2 3.1 block	ELG1 genotox	VP16 counter	Rab9 promoter act	Tb PFK inh
c1ccc(-c2csc(N3CCCCCC3)n2)cc1	11	10%	u	15µM*	1	3%	-15	18µM*	u	19%	1%
COCCNC(=O)c1cn(C(C)c2ccccc2F)nn1 (stereo not given)	3	-1%	4%	0%	0	-1%	0	1%	-13%	0%	-4%
COCC(=O)N(Cc1cc2cc(C)ccc2[nH]c1=O)c1ccccc1	6	-7%	x	2%	2	10%	9	1%	x	4%	9%
CC1=CC(C)(C)N(C(=O)CSc2nnc(C)s2)c2ccc(C)cc21	2	0%	14%	3%	0	-8%	4	-1%	2%	-1%	-3%
CC1CCCCC1NC(=O)C1CCN(S(=O)(=O)c2ccc(-n3cnnn3)cc2)CC1 (stereo not given)	1	0%	-6%	10%	2	x	6	11%	-3%	-6%	-10%
C=C(C)c1cccc(C(C)(C)NC(=O)N2CCCC2)c1	1	0%	u	-4%	-4	-6%	17	0%	-8%	0%	14%
CCOC(=O)c1c(NC(=O)C2COc3ccccc3O2)sc(C)c1C (stereo not given)	1	-1%	10%	-2%	4	2%	-8	-4%	-1%	-3%	0%
Cc1ccc(OCC(=O)Nc2cc(S(=O)(=O)N3CCCCC3)ccc2N2CCN(C)CC2)c(C)c1	-13	-3%	x	0%	x	u	-36	-9%	x	0%	3%
O=C(c1cccc(C(F)(F)F)c1)N1CCC(O)(CS(=O)(=O)Cc2ccccc2Cl)CC1	28	-4%	u	-3%	3	x	14	-2%	1%	1%	4%
CC(C)CCN1CN(S(=O)(=O)c2cccs2)c2nc3ccccc3nc21	-10	9%	-14%	1%	2	4%	-11	11%	18%	-1%	0%
COc1ccc(S(=O)(=O)N2CCOC2CNC(=O)C(=O)NCCc2ccccc2OC)cc1 (stereo not given)	-13	-3%	12%	-1%	0	-10%	0	-1%	-6%	0%	-1%
COC(=O)c1ccc(C(=O)Nc2nc3cc(N)c(C)cc3s2)cc1	-3	2%	-14%	-11%	-1	-3%	2	2%	u	-4%	7%
Cc1csc(CNC(=O)c2cc(COc3c(C)cccc3C)on2)n1	42[activator]	0%	-2%	1%	0	1%	-1	-1%	-20%	0%	4%
CC1=NN(S(=O)(=O)c2ccc(Cl)cc2Cl)C(=O)c2ccccc2O1	-7	-5%	14%	0%	-1	-3%	24	-3%	2%	-2%	0%
Cc1cc(C(=O)CSc2nnnn2C)c(C)n1Cc1ccco1	13	2.8µM*	3%	13µM*	2	0%	-14	u	-16%	2.8µM*	-5%
O=C(c1ccco1)N1CCCC(c2ccccc2)C1 (stereo not given)	11	5%	27%	-7%	6	-8%	1	2%	24%	0%	3%
COc1cc2cnc(-c3ccccc3F)cc2cc1OC	-3	x	x	x	x	-5%	8	u	x	x	1%
CCCn1nc(NS(=O)(=O)c2cccc3nonc23)c2cc3cccc(C)c3nc21	-17	-2%	19%	u	x	7%	3	-2%	3%	-1%	1%
CSC1=N/C(=C\c2ccc3c(c2)OCO3)C(=O)S1	0	-1%	-18%	0%	4	-4%	9	-1%	-9%	4%	0%
Cc1cc(OCC(=O)OCC(=O)N2CCc3ccccc3C2)ccc1Cl	30	-2%	x	-1%	x	-21%	-10	7%	x	-1%	1%
O=c1[nH]c2ccc(NC(=S)NCCc3ccccc3)cc2[nH]1	8	-3%	0%	-3%	-15	-2%	6	-1%	-3%	-1%	-7%
COc1ccc(CCNC(=O)C(=O)NCCCN2CCOCC2)cc1	3	-2%	3%	1%	4	8%	8	-2%	-13%	12%	-4%
COc1ccc(-n2c(=O)c3c(C)c(C)sc3n(Cc3ccc(F)cc3)c2=O)c(OC)c1	-2	-3%	11%	5%&-5%	8	1%	3	-11%	-8%[10 µM]	-5%	3%
COc1ccc(S(=O)(=O)NCC2CCCN(C(=O)CSC)C2)cc1 (stereo not given)	-5	-4%	-9%	0%	0	13%	-5	3%	1%	3%	0%
Cc1ccccc1NC(=S)N1CCN(c2ccccc2Cl)CC1	-9	-2%	7.1µM*	-1%	2	1%	-3	0%	7.1µM*	-4%	5%
O=C(O)c1ccc(/C=N/NC(=S)NCCN2CCOCC2)cc1	0	-9%	-45%	-9%	2	-12%	-11	-7%	4%	3%	-3%
Cc1ccc(S(=O)(=O)Nc2ccc(N3CCOCC3)nc2)cc1	-8	-4%	-1%	2%	-11	-1%	23	2%	-6%	-5%	2%
Nc1cccc2c1C(=O)N(CCOc1ccc(F)cc1)C2=O	-9	1.8µM*	-24%	2.7µM*	-3	2%	13	2.1µM*	-15%	1.6µM*	1%
Cc1cc(Br)cc(Br)c1OCC(=O)NNC(=O)CCC(=O)NCc1ccccc1	u	0%	-10%	0%	x	0%	18	0%	-2%	-1%	-1%
Cc1ccc(NC(=O)CN2C(=O)S/C(=C\c3cc(C)n(C)c3C)C2=O)cc1	-3	-1%	0%	0%	1	9%	-93*	1%	-9%	6%	-2%
O=C(O)c1nn2c(C(F)(F)F)cc(-c3cccs3)nc2c1Cl	8	-2%	-4%	0%	9	-1%	6	0%	-9%	0%	1%
Cc1ccc(CN2CCN(c3ccccc3)CC2)o1	10	-1%	-27%	1%	0	1%	15	-5%	-1%	4%	-3%
CCC(C)Sc1ccc([C@@H]2[C@H]3C(=O)N(CC)C(=O)[C@H]3[C@]3(C(=O)OC)CCCN23)cc1OC (stereo not given in full)	-10	-2%	x	0%	x	-1%	1	-2%	x	0%	20%
COCCCn1c(SCC(=O)NC(C)(C)C)nnc1-c1ccccc1	-10	-1%	20%	0%	-2	-8%	0	0%	-6%	-7%	0%
COc1ccc(OCC(=O)N2CCc3ccccc3C2)cc1	3	8%	2%	-15%	0	-4%	15	6%	-2%	9%	-4%
COCC(C)NC(=O)c1cc(-c2ccc(O)cc2)on1 (stereo not given)	3	27%	u	-20%	6	-27%	4	u	u	25%	6%
O=C(Cn1c(=O)cnc2ccccc21)NNC(=O)c1ccc(Cl)cc1	-5	-2%	x	2%	x	7%	14	0%	x	1%	10%
CN=C1C=C/C(=N/N=c2\ccn(O)cc2C)C=C1C	u	3%	u	15µM*	-5	-10%	3	u	-14%	-3%[1.84 µM]	-15%
CCOC(=O)NC(=O)C(=CNc1ccccc1C)C(=O)NC(=O)OCC	-9	-1%	5%	-1%	0	-1%	-10	1%	-3%	0%	3%
N=c1c(S(=O)(=O)c2ccc(Cl)cc2)cc2c(=O)n3ccccc3nc2n1CCc1ccccc1	x	-4%	-9%	-3%	x	x	x	14%	1%	0%	0%

Brought forward from above: 2 entries, followed by the next part.
SMILES	Giardia kill	NPC1 prom act	RORgamma inh	FLuc counter	FBPA coupling cs	uPA surface inh	KCNH2 3.1 block	ELG1 genotox	VP16 counter	Rab9 promoter act	Tb PFK inh
CCOC(=O)NC(=O)C(=CNc1ccccc1C)C(=O)NC(=O)OCC	-9	-1%	5%	-1%	0	-1%	-10	1%	-3%	0%	3%
N=c1c(S(=O)(=O)c2ccc(Cl)cc2)cc2c(=O)n3ccccc3nc2n1CCc1ccccc1	x	-4%	-9%	-3%	x	x	x	14%	1%	0%	0%
Cc1cc(F)ccc1S(=O)(=O)N1CCCOC1CNC(=O)C(=O)NCc1ccccn1 (stereo not given)	10	-4%	12%	5%	x	12%	5	5%	-8%	-5%	0%
Cc1ccc(C(=O)N(c2ccccc2)C2CC(C)N(C(=O)c3ccco3)c3ccccc32)cc1 (stereo not given)	-11	-1%	-1%	0%	-1	-7%	-8	2%	-4%	-10%	3%
O=C(CNC(=O)c1ccc(-c2ccccc2)cc1)OCc1c(F)cccc1Cl	-19	-1%	44%	-1%	0	-3%	-14	6%	-3%	-4%	-8%
CCCCn1c(N)c(N(CCOC)C(=O)c2ccc(-c3ccccc3)cc2)c(=O)[nH]c1=O	-5	2%	x	1%	x	3%	5	2%	x	-4%	8%
CCOC(=O)COn1c(SCC(=O)OCC)nc2ccccc2c1=O	10	x	-10%	-2%	-3	-3%	11	x	-18%	x	x
CCOC(=O)C1C(=O)OC(C)(C)C1C(C)C(=O)c1ccccc1 (stereo not given)	-13	-2%	-15%	1%	-2	1%	1	0%	-1%	3%	0%
Cc1nnc(NC(=O)c2ccc3c(c2)C(=O)N(CCC(C)C)C3=O)s1	-3	11%	5%	u	2	x	-12	6%	0%	9%	2%
